Source: PubChem (several laboratories)
LYP inhibition – inhibitors of LYP phosphatase, biochemical, fluorescence intensity, uHTS (AID 1779). recombinant LYP phosphatase, fluorescence intensity; higher % means a stronger effect. one-dose inhibition, % at 11.5 µM; IC50 in µM for titrated hits. hit rate 0.054% among 290,000; in the data active = inhibition above about 50%;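 also: plate controls were vehicle with enzyme for no effect and no enzyme for full effect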
Myeloid diff 2 – compounds promoting myeloid differentiation. calls only at 10 µM. ER-HoxA9 myeloid progenitors, lysozyme-GFP differentiation, flow cytometry. hit rate 1% among 360,000;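 active = normalized GFP-positive differentiation at or above the plate's own cutoff, the solvent-only control mean plus 3 SD; inconclusive = no clear call, values can overlap the other calls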;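 also: cells exposed to compound for four days before flow analysis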
Myeloid diff 2 GFP+ MAC1+ % – recorded beside Myeloid diff 2, whose call it bears; GFP+ MAC1+ double positive, %; measured here: differentiation confirmed by MAC1 staining
* hit, by the source's call; i = inactive; u = inconclusive; x = not tested or not shown; + = active, no number. A portion of the library; the hit share may differ from the screen's.

Every second line gives: LYP inhibition	Myeloid diff 2	Myeloid diff 2 GFP+ MAC1+ %
C/C(=N\NC(=O)c1nnn(-c2nonc2N)c1CN1CCc2ccccc21)c1ccccc1O
 : -6%	u	x
O=C(c1ccccc1Oc1ccc([N+](=O)[O-])cc1)N1CCOCC1
 : -5%	i	3.1
CCC(=O)N1c2ccc(S(=O)(=O)CCC(=O)Nc3ccc(OC)cc3OC)cc2CC1C (configuration not stated)
 : -5%	i	0.8
CCc1ccc(N2C(=O)C(Cl)=C(N3CCCCCC3)C2=O)cc1
 : 3%	i	0.5
CCCc1cc(=O)oc2cc(C)cc(OCC(=O)Nc3ccc(CN4CCOCC4)cc3)c12
 : -10%	i	1.4
O=C(Nc1ccnn1C1CCN(Cc2ccccn2)CC1)c1cccc(F)c1
 : -9%	i	1.6
COc1ccc(NC(=O)CCS(=O)(=O)c2ccc(Cl)cc2)cc1
 : -6%	+	2.7*
COc1ccc(C(=O)Nc2ccc(C(=O)Nc3cccnc3)cc2)cc1
 : -14%	i	0.0
Cc1ccc(-c2csc(N3CCN(CCCn4c(C(F)(F)F)nc5ccccc54)CC3)n2)cc1
 : 1%	i	0.5
N/C(=N\OC(=O)c1ccccc1Cl)c1cccc([N+](=O)[O-])c1
 : -9%	i	0.3
Cc1ccc(S(=O)(=O)CCC(=O)Nc2nc(C(C)(C)C)cs2)cc1
 : -13%	u	x
CN(C)c1ccc(NC(=O)CN2C(=O)c3ccccc3C2=O)cc1
 : -10%	i	0.3
O=S(=O)(c1ccccc1)N1CCN=C1SCc1c(F)cccc1Cl
 : -4%	i	2.4
Cc1nccn1Cc1ccccc1
 : -5%	i	4.2
COC(CNC(=O)CN1CCN(Cc2ccccc2F)C1=O)OC
 : -9%	i	0.6
COc1ccccc1N1CCN(/N=C/c2ccccc2C(=O)O)CC1
 : -1%	i	0.4
COC(=O)c1ccccc1NC(=O)CSc1n[nH]c(-c2ccco2)n1
 : -10%	i	0.2
Cc1cc(C)cc(N(CC(=O)NC(C)(C)C)C(=O)CCC(=O)Nc2nccs2)c1
 : -4%	i	0.9
CC(C)(C)c1csc(NC(=O)c2ccc(Br)o2)n1
 : -1%	i	0.5
O=C(O)c1ccccc1Nc1ccc2nonc2c1[N+](=O)[O-]
 : -3%	i	0.8

The last 6 entries of the section above come first, to join the parts:
Every second line gives: LYP inhibition	Myeloid diff 2	Myeloid diff 2 GFP+ MAC1+ %
COC(CNC(=O)CN1CCN(Cc2ccccc2F)C1=O)OC
 : -9%	i	0.6
COc1ccccc1N1CCN(/N=C/c2ccccc2C(=O)O)CC1
 : -1%	i	0.4
COC(=O)c1ccccc1NC(=O)CSc1n[nH]c(-c2ccco2)n1
 : -10%	i	0.2
Cc1cc(C)cc(N(CC(=O)NC(C)(C)C)C(=O)CCC(=O)Nc2nccs2)c1
 : -4%	i	0.9
CC(C)(C)c1csc(NC(=O)c2ccc(Br)o2)n1
 : -1%	i	0.5
O=C(O)c1ccccc1Nc1ccc2nonc2c1[N+](=O)[O-]
 : -3%	i	0.8
CC1(C)CC(=O)C2=C(C1)Nc1ccccc1NC2c1ccc(F)c(F)c1 (configuration not stated)
 : -3%	i	0.0
COc1ccc(-c2cc(-c3ccc(O)cc3)nc(N)c2C#N)cc1
 : -10%	i	0.1
Cc1cccc(C(=O)NCCNC(=O)c2cccnc2)c1
 : -8%	i	0.5
CC(CNC(=O)c1cc(COc2c(F)cccc2F)on1)Oc1cccnc1 (configuration not stated)
 : -7%	i	3.7
CCCCOc1ccc(N(CC(=O)NC2CCCCC2)C(=O)c2snc(C(N)=O)c2N)cc1
 : -9%	i	0.8
CCOc1ccc(NC(=O)CS(=O)CC(=O)Nc2cccnc2)cc1 (configuration not stated)
 : -6%	i	0.9
CCCNC(=O)CCc1c(C)nc2c(c(C)nn2-c2ccc(C)cc2)c1C
 : -12%	i	0.5
COc1cccc(C2/C(=C(\O)c3ccc4c(c3)OCCO4)C(=O)C(=O)N2CC2CCCO2)c1 (configuration not stated)
 : -2%	i	5.3
CC(CS(=O)(=O)c1ccc2c(c1)NC(=O)CS2)C(=O)N1CCN(c2cccc(Cl)c2)CC1 (configuration not stated)
 : 18%	u	x
Cc1ccc2[nH]cc(S(=O)(=O)c3ccc(C(C)C)cc3)c(=O)c2c1
 : -3%	i	1.0
COC(=O)C1=CN(Cc2ccc(OC)c(OC)c2)C=C(C(=O)OC)C1c1cccc(O)c1
 : -19%	i	0.6
O=C(NCCCNC(=O)c1ccc(Cl)cc1Cl)c1cnccn1
 : -7%	i	1.4
O=C(O)c1ccc(NCc2cccs2)cc1
 : -6%	i	0.4
COc1cc(C(=O)Oc2cccnc2)cc(OC)c1OC
 : -9%	i	0.3
CCOC(=O)Cc1csc(NC(=O)Nc2cccs2)n1
 : 2%	i	0.8
O=[N+]([O-])c1ccc(NCc2ccncc2)cc1
 : -5%	i	0.4
CCCCCCCNC(=O)CN1C(=O)CSc2ccc(S(=O)(=O)N3CCOCC3)cc21
 : -7%	i	5.1
COc1cc(=O)[nH]c(SC(C)C(=O)Nc2cc(C)on2)n1 (configuration not stated)
 : 2%	i	3.4
COCCOC(=O)c1c(C)n(C)c2ccc(OC(=O)c3ccccc3F)cc12
 : -2%	i	0.4
CCCCn1c(=O)[nH]c(=O)c2c1nc(-c1ccccn1)n2CC
 : -6%	i	5.0

Complete entries, looked up by structure:
`COCCOC(=O)c1c(C)n(C)c2ccc(OC(=O)c3ccccc3F)cc12` across the screens: LYP inhibition: -2%; Myeloid diff 2: i; Myeloid diff 2 GFP+ MAC1+ %: 0.4
`O=C(c1ccccc1Oc1ccc([N+](=O)[O-])cc1)N1CCOCC1` across the screens: LYP inhibition: -5%; Myeloid diff 2: i; Myeloid diff 2 GFP+ MAC1+ %: 3.1

Later entries
Every second line gives: LYP inhibition	Myeloid diff 2	Myeloid diff 2 GFP+ MAC1+ %
COCCCNC(=S)N1CCN(c2nc(C)nc3sc4c(c23)CCCC4)CC1
 : -1%	i	0.8
COC(=O)c1ccc(Cn2nnc3c(=O)[nH]c(C4CCCN(S(=O)(=O)c5ccccc5)C4)nc32)cc1 (configuration not stated)
 : -7%	i	0.4
Cc1ccc2ccc(S(=O)(=O)NCc3ccccn3)cc2c1
 : -9%	i	0.2
COc1ccc(/C=C(/NC(=O)c2ccco2)C(=O)Nc2ccc(C(C)=O)cc2)cc1
 : 0%	i	0.0
COc1ccc(C(C(=O)NC2CCCC2)N(C(=O)c2ccco2)c2ccccc2OC)cc1 (configuration not stated)
 : -2%	i	0.5
CN1CCN(CCCNC(=O)c2ccc3c(Cl)c4c(nc3c2)CCCC4)CC1
 : -7%	u	x
CCOC(=O)C1CCCN(C(=O)C2CCN(S(=O)(=O)c3ccc4ccccc4c3)CC2)C1 (configuration not stated)
 : -6%	i	1.0
O=C(CNC(=O)c1nc[nH]c1C(=O)NCC(=O)OCc1ccccc1)OCc1ccccc1
 : -8%	i	1.3
Cc1cccc(N2C(=O)c3cccc4cccc(c34)C2=O)c1
 : -8%	i	0.1
CCOc1ccc(S(=O)(=O)N2CCC(C(=O)NC3CC3)CC2)cc1C
 : -8%	i	3.5
O=[N+]([O-])c1ccc(N2CCN(Cc3ccc(Br)o3)CC2)cc1
 : -15%	i	0.3
Cc1ccc(CNc2ccc(N3CCOCC3)cc2)cc1
 : -4%	i	0.4
CN(Cc1ccco1)S(=O)(=O)c1nnc(NC(=O)c2ccc(F)cc2)s1
 : -5%	i	0.0
Cc1c(C)n(-c2ccccc2)c2ncnc(NCCN(C)C)c12
 : -8%	i	0.6
Cc1oc(-c2cccc(Cl)c2)nc1CS(=O)(=O)CC(=O)NCc1ccco1
 : -8%	i	1.1
Cc1cc(OCC(=O)Nc2ccncc2)cc(C)c1Cl
 : -7%	i	0.8
COc1ccccc1CC(=O)Nc1ccc2c(C)cc(=O)oc2c1
 : -10%	i	0.2
CN(C)c1ccc(-c2c(-c3ccc4c(c3)OCO4)noc2-c2ccsc2)cn1
 : -6%	i	1.4
COc1ccc(C(=O)Nc2ccc3ccccc3n2)cc1OC
 : -6%	i	0.6
COc1cc(/C(O)=C(\C#N)c2nc3ccccc3[nH]2)cc(OC)c1OC
 : -3%	i	0.2
CC(=O)N1C(=O)NC2=C(C(=O)CCC2)C1c1cccc([N+](=O)[O-])c1 (configuration not stated)
 : -6%	i	0.5
CSc1ccc(S(=O)(=O)N2CCC(C(=O)NCc3ccccn3)CC2)cc1
 : -7%	i	0.3
Cc1c(C(=O)Nc2ccc3c(c2)OCCO3)sc2ncnc(N3CCCCC3C)c12 (configuration not stated)
 : -7%	u	x
COc1cccc(NC(=O)Cc2nnc(SCC(=O)NC3=NCCS3)n2C)c1
 : -13%	i	0.7
CCN(CC)CCCNC(=O)c1cc2c(-c3cccc(OC)c3)nn(C)c2s1
 : -10%	i	0.3
CC(CCC(=O)O)C1CCC2C3CCC4C[C@H](O)CCC4(C)C3CC(=O)C12C (some centres not stated)
 : -7%	i	0.4
NS(=O)(=O)c1ccc(CNS(=O)(=O)c2ccc3ccccc3c2)cc1
 : -7%	i	1.5
CCN1CCN(C(=O)CCNC(=O)Cn2cnc3ccccc3c2=O)CC1
 : -10%	i	1.3
O=C(Nc1nnc(-c2ccccc2F)s1)c1ccccc1F
 : -10%	i	0.3
CCOC(=O)NC(=O)CN1C(=O)NC2(CCc3ccccc32)C1=O (configuration not stated)
 : -5%	i	0.8
CCOC(=O)C1(Cc2cccc(OC)c2)CCCN(C(=O)CCN2CCCO2)C1 (configuration not stated)
 : -10%	i	1.3
CC(=O)N1CCc2c(sc(NC(=O)c3cccc(N4C(=O)CCC4=O)c3)c2C(N)=O)C1
 : -12%	i	0.0
CCOc1ccccc1NC(=O)N1CCC(NC(=O)C2CCCCC2)CC1
 : -5%	i	0.9
CCn1cc(C(=O)NCCc2ccccc2)c(=O)c2cc(S(=O)(=O)N(C)C)ccc21
 : -10%	i	0.7
CN(CC(=O)N1CCN(Cc2ccccc2)CC1)S(=O)(=O)c1ccc(Br)cc1
 : -8%	i	1.5
COc1cccc(CN(C)C(=O)c2ccc(N3CCCC3)c([N+](=O)[O-])c2)c1
 : -6%	u	x
COc1ccccc1/C=C/C(=O)NCCc1ccccn1
 : -8%	i	3.9
Cc1cc(NC(=O)CS(=O)CC(=O)Nc2c(C)cccc2C)ccc1-n1cnnn1 (configuration not stated)
 : -6%	i	2.2
CCOC(=O)c1n[nH]n2c1nc(=S)c1ccccc12
 : -7%	i	0.5
Cc1cc2[nH]c(=O)c(=O)[nH]c2cc1S(=O)(=O)Nc1cccc(Cl)c1C
 : -12%	i	1.5

Shown in CSV form: part of the list above
smiles,LYP inhibition,Myeloid diff 2,Myeloid diff 2 GFP+ MAC1+ %
O=C(Nc1nnc(-c2ccccc2F)s1)c1ccccc1F,-10%,i,0.3
CC(=O)N1C(=O)NC2=C(C(=O)CCC2)C1c1cccc([N+](=O)[O-])c1 (configuration not stated),-6%,i,0.5

Next section.
Every second line gives: LYP inhibition	Myeloid diff 2	Myeloid diff 2 GFP+ MAC1+ %
COc1ccc(CN(CC(=O)NC2CCCC2)C(=O)CCC(=O)Nc2nc(C)cs2)cc1
 : -10%	i	1.6
COCCN(CC1CCCN(C2Cc3ccccc3C2)C1)C(=O)c1cccc(C)c1 (configuration not stated)
 : -6%	i	0.5
Cc1nc2ccccc2c2oc(C(=O)N3CCC(C)CC3)cc12
 : -8%	i	1.1
C=CCN1C(=O)c2ccccc2NC1c1cc(Br)cs1 (configuration not stated)
 : -4%	i	0.7
COc1ccc(NC2CCCN(C(=O)CSc3ccccc3)C2)cc1 (configuration not stated)
 : -13%	i	2.4
O=C(CN1C(=O)S/C(=C\c2cccs2)C1=O)Nc1ccc(O)c(C(=O)O)c1
 : -11%	i	5.2
Cc1c(CCC(=O)O)c(=O)oc2c(C)c(OCc3ccccc3Cl)ccc12
 : 14%	i	0.3
COC(CNC(=O)C1CCCN(S(=O)(=O)c2ccc3c(c2)oc(=O)n3C)C1)OC (configuration not stated)
 : -8%	i	0.0
CCSc1nc2sc3c(c2c(=O)[nH]1)CC(C)(C)OC3
 : -4%	i	0.3
O=C(Nc1ccc(F)cc1F)c1ccc2ncsc2c1
 : -5%	i	0.0
COc1ccccc1NC(=O)CSc1nnc(NC(=O)C2CC2)s1
 : -5%	i	4.3
Cc1cnc(=O)[nH]c1SCc1ccccc1F
 : -2%	i	0.5
COc1ccc(S(=O)(=O)c2c(O)c3ccc(C(=O)Nc4cccc(F)c4)cc3[nH]c2=O)cc1
 : -6%	i	1.4
Cc1ccc(OC(C)C(=O)Nc2ccncc2)cc1 (configuration not stated)
 : -9%	i	0.5
COc1cccc2c1C(CO)N1C(C#N)C3CC(C(=O)O)C(C1C2)N3C (configuration not stated)
 : -2%	i	13
O=c1[nH]c2ccccc2cc1CN(Cc1ccco1)S(=O)(=O)c1ccc(F)cc1
 : -8%	u	x
CCC(C)C(=O)Nc1ccc(S(=O)(=O)N2CCCC2)cc1 (configuration not stated)
 : -10%	i	0.3
CC(NC(=O)CN(C)Cc1ccc(Br)cc1)c1ccccc1 (configuration not stated)
 : -6%	i	0.6
COc1cc(OC)cc(C(=O)Nc2ccc(S(=O)(=O)N3CCOCC3)cc2)c1
 : -11%	i	0.4
